Screening results from PubChem.
CHO-K1 Ca PAM = nonselective activator or artifact in parental CHO-K1 calcium assay | AID 602247 | ATP EC20, Fluo-8 calcium fluorescence; 0% at ATP EC20, 100% at ATP max | activation, % at 3 µM | hit rate 0.02% among 360,000;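 active = activation above the run cutoff, the mean activation of all test compounds plus 3 SD, cut at about 40% in these data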;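 also: peak over basal fluorescence ratio in a 140 s read after ATP addition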
CHRM5 antagonist = CHRM5 antagonism in calcium assay | P08912 | CHO-hM5 cells, Fluo-8 calcium fluorescence, ACh EC80 | inhibition, % at 3 µM | hit rate 0.59% among 360,000 | AID 624040;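 active = inhibition above a per-plate cutoff, the mean of that plate's test compounds plus 3 SD, cut at about 27% in these data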;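 also: 0% = acetylcholine EC80 with DMSO and 100% = DMSO without agonist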
TAAR1 antag = human TAAR1 antagonism. Q96RJ0. CHO RD-HGA16 TAAR1, Fluo-8 calcium fluorescence, antagonist. hit rate 1.5% among 360,000. inhibition, % at 3 µM;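 active = inhibition above a per-plate cutoff, the mean inhibition of test compounds on that plate plus 3 SD, cut at about 49% in these data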;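 also: 0% = DMSO plus EC80 beta-PEA response and 100% = DMSO alone without agonist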
Target sequence (Q96RJ0 whole entry, looked up): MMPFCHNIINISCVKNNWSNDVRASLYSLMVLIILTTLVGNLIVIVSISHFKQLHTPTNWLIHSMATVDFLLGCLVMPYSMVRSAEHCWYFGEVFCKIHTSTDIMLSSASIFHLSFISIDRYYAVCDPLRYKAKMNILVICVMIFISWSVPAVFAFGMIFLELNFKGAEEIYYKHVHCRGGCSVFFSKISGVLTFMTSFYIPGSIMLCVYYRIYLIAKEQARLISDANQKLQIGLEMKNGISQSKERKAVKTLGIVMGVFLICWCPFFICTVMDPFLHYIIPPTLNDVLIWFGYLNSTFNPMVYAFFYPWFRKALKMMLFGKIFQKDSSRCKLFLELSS
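Test system – hTAAR1-expressing CHO RD-HGA16 cells, Gα16-coupled · Reagent – β-PEA at EC80 concentration, post-compound challenge · Compound dosing – 3 µM, single point · Timing – 140 s kinetic read after compound, 140 s after agonist · Detection – Fluo-8 intracellular calcium dye fluorescence, real-time kinetic reads · Control set – DMSO and EC80 PEA controls · Repeats – n of 1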
M4 PAM = potentiates acetylcholine response at human M4 receptor; activation, % at 3 µM; AID 624126; CHO-K1 hM4/Gqi5, Fluo-8 calcium fluorescence, ACh EC20; 0% = ACh EC20, 100% = maximal ACh; P08173; hit rate 0.4% among 360,000;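 active = activation above its plate's cutoff, the mean activation of sample wells plus 3 SD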; also: some results filed as inactive read as strong as hits
Target sequence (P08173 whole entry, looked up): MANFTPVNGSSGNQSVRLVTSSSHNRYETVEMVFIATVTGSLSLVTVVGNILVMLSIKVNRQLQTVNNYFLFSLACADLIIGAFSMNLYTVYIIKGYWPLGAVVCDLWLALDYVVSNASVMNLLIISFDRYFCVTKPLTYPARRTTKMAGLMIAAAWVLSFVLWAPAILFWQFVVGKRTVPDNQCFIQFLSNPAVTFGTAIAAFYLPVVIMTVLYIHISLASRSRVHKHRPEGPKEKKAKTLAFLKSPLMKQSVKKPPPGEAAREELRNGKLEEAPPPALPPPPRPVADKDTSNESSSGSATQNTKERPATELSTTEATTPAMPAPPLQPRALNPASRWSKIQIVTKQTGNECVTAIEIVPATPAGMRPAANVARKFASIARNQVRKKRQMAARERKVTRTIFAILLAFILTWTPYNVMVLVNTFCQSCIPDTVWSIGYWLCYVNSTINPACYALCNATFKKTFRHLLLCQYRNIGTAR
CRFBP-R2 agonist = CRF-BP/CRF-R2 complex agonism. HEK293 CRF-R2/CRF-BP, calcium dye fluorescence (FLIPR); percent of saturating CRF peptide response. activation, % at 13.2 µM. hit rate 0.46% among 350,000;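 active = activation of at least 50%, plus an integration ratio under a set limit after plate pattern correction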;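 also: plate controls were neutral control wells without compound for no effect and CRF at EC100 for full effect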
CHRM5 agonist = CHRM5 agonism in calcium assay. P08912. CHO-K1 hM5 cells, Fluo-8 calcium fluorescence; 0% DMSO wells, 100% maximal acetylcholine response. hit rate 0.19% among 360,000. activation, % at 3 µM;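 active = activation above the run's mean over test compounds plus 3 SD, cut at about 23% in these data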;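 also: signal is peak over basal fluorescence ratio across the kinetic read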
CHRM5 PAM = potentiates acetylcholine response at human M5 receptor. P08912. CHO-K1 hM5, Fluo-8 calcium, ACh EC20 PAM; 0% = ACh EC20, 100% = ACh EC100. activation, % at 3 µM. hit rate 0.3% among 360,000;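 active = activation above the run cutoff, the mean activation of all test compounds plus 3 SD, cut at about 18% in these data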
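Test system: CHO-K1 hM5 cells / Doses: single-point, 3 µM nominal / Times: Post-acetylcholine fluorescence recording 140 s / Technique: Fluo-8 calcium fluorescence / Measure: Max/basal fluorescence ratio as % of EC20–EC100 ACh window / Benchmarks: low control EC20 acetylcholine (0%), high control EC100 acetylcholine (100%) / Replicates: one well per compound, no replicates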
TAAR1 ag = human TAAR1 agonism. hit rate 0.99% among 360,000. activation, % at 3 µM. CHO RD-HGA16 TAAR1, Fluo-8 calcium fluorescence; vehicle wells 0%, saturating PEA agonist 100%. AID 624467;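 active = activation above the mean activation of all test compounds in the run plus 3 SD, cut at about 38% in these data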
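Benchmarks: low control DMSO, high control PEA (EC100); System: CHO RD-HGA16 cells carrying human TAAR1 plus Gα16; Detection: Fluo-8 fluorescence, 5 s baseline then 140 s kinetic read; Schedule: 17-24 h plating, Fluo-8 75 min 37 °C, 30 min RT; Read-out basis: % activation from peak over basal fluorescence ratio, DMSO-to-PEA scaled.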
CRFBP-R2 block = antagonists of CRF-binding protein/CRF-R2 receptor complex | hit rate 0.59% among 350,000 | inhibition, % at 11.8 µM | HEK293 CRF-R2/CRF-BP, CRF-induced calcium fluorescence;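 active = inhibition of the ligand-induced calcium signal above about 50% at the single tested concentration, limit read from the data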
An asterisk follows results filed as active; x = not tested or not shown. Compounds as they come (roughly 4.2% active in at least one column).

SMILES | CHO-K1 Ca PAM | CHRM5 antagonist | TAAR1 antag | M4 PAM | CRFBP-R2 agonist | CHRM5 agonist | CHRM5 PAM | TAAR1 ag | CRFBP-R2 block
CCc1ccccc1NC(=O)C1=CN2CCS(=O)(=O)N=C2C=C1 | -12 | 10 | -3 | -1 | -1.6 | 3 | -8 | 0 | 20
O=C(Nc1ccccc1)c1cn(CCBr)cn1 | 6 | 12 | -26 | -5 | 0.1 | -5 | -3 | 1 | -4
CC(C)OCCCN1CC(=O)N2[C@@H](Cc3c([nH]c4ccccc34)C2(C)C)C1=O | 2 | -2 | -3 | 0 | 0.3 | -1 | -4 | 3 | 8
COc1cccc(N2CCN(S(=O)(=O)c3ccc(CN4C(=O)c5cccnc5C4=O)cc3)CC2)c1 | 19 | 4 | -22 | 7 | -0.4 | -4 | 1 | 3 | 7
O=C(Nc1nc2c(s1)CCCC2)C1CCCN1C(=O)c1cccs1 (stereo not given) | -7 | -7 | 3 | 5 | -1.7 | -2 | 2 | 3 | -7
Oc1c(C=C2N=c3ccccc3=N2)sc(=S)n1-c1ccccc1 | 6 | -2 | -9 | 2 | 0.0 | 0 | -2 | 2 | -2
FC(F)(F)c1cccc(-c2cc3ccccc3nc2N2CCCC2)c1 | 16 | -4 | -14 | -2 | -0.7 | -3 | -7 | 12 | -37
Cc1[nH]n(-c2ccccc2)c(=O)c1C=Nc1cnc2ccccc2c1 | 10 | 2 | 7 | 5 | -0.1 | -1 | -5 | 4 | 13
COc1ccc(N(Cc2cc3cccc(C)c3[nH]c2=O)C(=O)C2CCCO2)cc1 (stereo not given) | 15 | 8 | -8 | -9 | 0.2 | 1 | 1 | 0 | 12
COc1ccc2c(c1)c(C(=O)N/N=C/c1cn(C)c3ccccc13)c(C)n2C | 8 | 1 | 11 | 11 | 0.3 | 6 | 5 | 0 | -5
CCCCN1C(=O)C(CC(=O)NC2CC2)CC(C(=O)N2CCOCC2)=C1C (stereo not given) | 10 | 3 | -11 | 0 | -0.3 | 2 | -1 | 3 | 2
COc1ccc(CC2(CO)CCN(Cc3cnn(-c4ccccc4)c3)CC2)cc1 | 12 | 10 | 10 | 3 | 12 | -5 | 0 | 7 | -30
CCCCNC(=O)C1CCCNC1=O (stereo not given) | 11 | -1 | -6 | 9 | 1.5 | 1 | 2 | 7 | 7
O=C(CNc1ccc(F)cc1)N/N=C1\CCCc2ccccc21 | 12 | 7 | 11 | 13 | -1.1 | -5 | -3 | 6 | -58
COc1cccc(C(=O)N/N=c2/oc3ccccc3cc2C(N)=O)c1 | 0 | 4 | -4 | -3 | 0.1 | 1 | -8 | 8 | 4
CN1CCN(C(=O)c2ccc3c(c2)NC(=O)C(C)(C)O3)CC1 | -2 | 2 | 16 | -6 | -2.8 | 2 | 1 | 3 | 24
Cc1noc(NS(=O)(=O)c2ccc(N/C=C\C(=O)c3ccc4c(c3)OCO4)cc2)c1C | 7 | 3 | 20 | 6 | -1.0 | -1 | 0 | 1 | 7
Cn1c(=O)cc(SCC(=O)NCC2CCCO2)c2ccc(Cl)cc21 (stereo not given) | 9 | -6 | -13 | 6 | -0.3 | 1 | 8 | 3 | 1
CC(C)CCn1c(=O)c(C(=O)N/N=C/c2cccc(F)c2)c(O)c2ccccc21 | 31 | -2 | -5 | 9 | -2.1 | 1 | -2 | 1 | -19
Cc1onc(-c2ccccc2Cl)c1C(=O)N1CCCCC1C (stereo not given) | -5 | 19 | -1 | 1 | 0.3 | -3 | -7 | -4 | 4
CC1=C(C(=O)Nc2ccccc2)C(c2ccc(C)o2)n2c(s/c(=C\c3ccco3)c2=O)=N1 (stereo not given) | 9 | -13 | -4 | 5 | 3.0 | -1 | 7 | 4 | -7
Cc1c(C#N)c(N)nc2c3c(sc12)NC(=O)CC3c1ccc(F)cc1 (stereo not given) | 14 | -4 | -11 | 17 | -4.8 | 0 | 2 | -1 | -9
Cc1ccc(NC(=O)CC(=O)c2ccc([N+](=O)[O-])cc2)cc1S(=O)(=O)Nc1cccc(Cl)c1 | 12 | 5 | 24 | -2 | -4.0 | 1 | 0 | 2 | 3
CCOc1ccc(N=c2oc3cc(O)ccc3cc2C(=O)NCC2CCCO2)cc1 (stereo not given) | 16 | 3 | 17 | -4 | -0.1 | -2 | 0 | 0 | 13
Cc1nn(-c2ccccc2)c2c1C(c1ccc(F)cc1F)C(C#N)=C(N)O2 (stereo not given) | -4 | 3 | -5 | 5 | 0.8 | 4 | -4 | 2 | -10
COc1ccc(/C=C/C(=O)OCc2csc(-c3ccccc3)n2)cc1OC | 12 | 5 | -2 | 8 | 7.2 | -2 | 3 | 4 | -12
CCc1nc2c(OCCOc3ccc(F)cc3)cccn2c1N(C)C(=O)c1ccco1 | 8 | 1 | -16 | 3 | x | -2 | -4 | -1 | x
CCC(C)CN1C(=O)CN(S(C)(=O)=O)CC1(C)C(=O)Nc1ccc2c(c1)OCCO2 (stereo not given) | x | 15 | -7 | -3 | x | -1 | -8 | 1 | x
CS(=O)(=O)N1CCCC(C(=O)NCc2cccs2)C1 (stereo not given) | -11 | -1 | -14 | 4 | 0.1 | 1 | 1 | 0 | -5
O=C(c1ccc2snnc2c1)N1CCSCC1 | 20 | -3 | 9 | 13 | 2.4 | -3 | 7 | 7 | -4

Taken from above:
CHRM5 antagonist, `CCOc1ccc(N=c2oc3cc(O)ccc3cc2C(=O)NCC2CCCO2)cc1` (stereo not given) → 3
CHRM5 PAM, `O=C(c1ccc2snnc2c1)N1CCSCC1` → 7

Remaining list, next part:
SMILES | CHO-K1 Ca PAM | CHRM5 antagonist | TAAR1 antag | M4 PAM | CRFBP-R2 agonist | CHRM5 agonist | CHRM5 PAM | TAAR1 ag | CRFBP-R2 block
COc1ccc(CCn2c(=N)c(C(=O)NC3CCCCC3)cc3c(=O)n4ccccc4nc32)cc1 | -8 | -4 | -13 | -4 | -1.0 | 0 | 1 | 6 | 3
O=C(COC(=O)CNC(=O)c1ccccc1Cl)Nc1ncc(C(F)(F)F)cc1Cl | 17 | -4 | 9 | -3 | -2.7 | -1 | 9 | 1 | 4
COc1ccc(C(C)(C)C)cc1NC(=O)CCNC(=O)c1ccco1 | -12 | 13 | -6 | 3 | -2.0 | 0 | -7 | 3 | 15
CN(CC(O)COCc1cccs1)C1CCCCC1 (stereo not given) | -7 | -1 | -3 | -8 | 2.6 | -2 | -5 | 8 | 17
O=C(C(Cc1ccccc1)n1cccc1)N1CCN(c2ccccc2)CC1 (stereo not given) | 7 | -3 | -4 | 1 | 3.1 | 0 | -1 | 3 | -7
COc1ccc2[nH]cc(CCn3ccc(O)c(C/C=C/c4ccccc4)c3=O)c2c1 | -10 | 13 | -40 | -4 | -5.2 | 0 | -3 | 4 | 7
CN1C(C(=O)NCc2cccc(Br)c2)CC2Cn3c(nc4ccccc43)C21 (stereo not given) | 5 | 11 | -12 | 6 | -0.8 | 0 | -9 | 5 | 6
O=C(NCc1ccc(Cl)cc1)C1CCN(S(=O)(=O)c2cccc3nonc23)CC1 | 6 | 5 | 14 | 5 | 5.3 | -3 | 3 | -1 | -1
Cc1nc2ccccc2c(C)c1CC(=O)N(C)CC(=O)Nc1cccc(F)c1 | 12 | 2 | -22 | 4 | 1.4 | -3 | 2 | 1 | -16
O=C1c2ccccc2NC(c2ccc(Br)s2)N1O (stereo not given) | x | x | -12 | x | -2.4 | x | x | -1 | -32
Cc1c(N(C)C(=O)C2CCCN2S(=O)(=O)c2ccccc2)c(=O)n(-c2ccccc2)n1C (stereo not given) | -13 | -5 | -23 | -5 | -0.2 | 1 | -1 | -2 | 9
CCOC(=O)C1(C)CCN1C(=O)c1ccc(C)cc1 (stereo not given) | 1 | -4 | -18 | 1 | x | 7 | 3 | -2 | x
CC(C)CC(c1nnnn1C(C)C)N1CCN(C(=O)c2ccco2)CC1 (stereo not given) | 6 | 3 | 4 | 8 | -0.2 | 3 | 1 | 2 | -6
COC(=O)c1ccc(C(=O)OC)c(NC(=O)COC(=O)C23CC4CC(CC(O)(C4)C2)C3)c1 | -6 | 4 | 29 | -7 | -0.4 | -1 | -6 | 15 | -12
CC(C)C(NC(=O)c1ccc(C(C)(C)C)cc1)C(=O)NC1=NCCS1 (stereo not given) | -7 | 0 | 5 | 4 | 0.1 | -5 | 4 | 13 | -11
COCc1cc(=O)[nH]c(=S)[nH]1 | 27 | -9 | -16 | -4 | -1.0 | 0 | 5 | 1 | -9

Among those listed so far, eight contain fluorine:
SMILES | CHO-K1 Ca PAM | CHRM5 antagonist | TAAR1 antag | M4 PAM | CRFBP-R2 agonist | CHRM5 agonist | CHRM5 PAM | TAAR1 ag | CRFBP-R2 block
FC(F)(F)c1cccc(-c2cc3ccccc3nc2N2CCCC2)c1 | 16 | -4 | -14 | -2 | -0.7 | -3 | -7 | 12 | -37
O=C(CNc1ccc(F)cc1)N/N=C1\CCCc2ccccc21 | 12 | 7 | 11 | 13 | -1.1 | -5 | -3 | 6 | -58
CC(C)CCn1c(=O)c(C(=O)N/N=C/c2cccc(F)c2)c(O)c2ccccc21 | 31 | -2 | -5 | 9 | -2.1 | 1 | -2 | 1 | -19
Cc1c(C#N)c(N)nc2c3c(sc12)NC(=O)CC3c1ccc(F)cc1 (stereo not given) | 14 | -4 | -11 | 17 | -4.8 | 0 | 2 | -1 | -9
Cc1nn(-c2ccccc2)c2c1C(c1ccc(F)cc1F)C(C#N)=C(N)O2 (stereo not given) | -4 | 3 | -5 | 5 | 0.8 | 4 | -4 | 2 | -10
CCc1nc2c(OCCOc3ccc(F)cc3)cccn2c1N(C)C(=O)c1ccco1 | 8 | 1 | -16 | 3 | x | -2 | -4 | -1 | x
O=C(COC(=O)CNC(=O)c1ccccc1Cl)Nc1ncc(C(F)(F)F)cc1Cl | 17 | -4 | 9 | -3 | -2.7 | -1 | 9 | 1 | 4
Cc1nc2ccccc2c(C)c1CC(=O)N(C)CC(=O)Nc1cccc(F)c1 | 12 | 2 | -22 | 4 | 1.4 | -3 | 2 | 1 | -16
